# OXTR ag: human OXTR agonism | 0.32% of 320,000 active | CHO-OTR cells, Fluo-8 calcium fluorescence; normalized: DMSO 0%, oxytocin 100% | activation, % at 3 µM;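 active = activation above the mean of all tested compounds plus 3 SD, cutoff set per screening run, cut at about 20% in these data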;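 also: peak over basal fluorescence ratio from a 100 s FLIPR kinetic read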
# NALP1 inh: blocks the NALP1 inflammasome reconstituted in yeast | AID 2071 | S. cerevisiae NALP1/ASC/caspase-1 growth, X-gal OD620, 72 h | 0.61% of 280,000 active | inhibition, % at 10 µM; in the data active = inhibition mostly above about 24%, no sharp cut-off; inactive = mostly below about 32%; also: some compounds called inactive have numbers as strong as hits
# MEKK2 WT-MEK5: raises or lowers MEK5 binding to wildtype human MEKK2 PB1 domain; Q9Y2U5; bead flow cytometry, Alexa488-MEK5 binding to MEKK2 WT; actives lie on both sides; binding response (% of control), % at 10 µM; 1.1% of 290,000 active; AID 1531; in the data active = binding response below about 67% or above about 130%
# MEKK3 PB1 HTS: MEKK3-MEK5 PB1 interaction, increase or decrease. Q99759. bead-based flow cytometry, Alexa488-MEK5 binding to MEKK3; actives lie on both sides; 0 = blocked by unlabeled MEK5, 100 = vehicle. binding response (% of control), % at 10 µM. 1.4% of 290,000 active;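 active = binding response more than 3 SD above or below the average of its plate-row segment, actives on both sides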;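 also: Alexa488 bead fluorescence after subtracting the streptavidin-only scavenger bead signal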
# Target sequence (Q99759 whole entry, looked up): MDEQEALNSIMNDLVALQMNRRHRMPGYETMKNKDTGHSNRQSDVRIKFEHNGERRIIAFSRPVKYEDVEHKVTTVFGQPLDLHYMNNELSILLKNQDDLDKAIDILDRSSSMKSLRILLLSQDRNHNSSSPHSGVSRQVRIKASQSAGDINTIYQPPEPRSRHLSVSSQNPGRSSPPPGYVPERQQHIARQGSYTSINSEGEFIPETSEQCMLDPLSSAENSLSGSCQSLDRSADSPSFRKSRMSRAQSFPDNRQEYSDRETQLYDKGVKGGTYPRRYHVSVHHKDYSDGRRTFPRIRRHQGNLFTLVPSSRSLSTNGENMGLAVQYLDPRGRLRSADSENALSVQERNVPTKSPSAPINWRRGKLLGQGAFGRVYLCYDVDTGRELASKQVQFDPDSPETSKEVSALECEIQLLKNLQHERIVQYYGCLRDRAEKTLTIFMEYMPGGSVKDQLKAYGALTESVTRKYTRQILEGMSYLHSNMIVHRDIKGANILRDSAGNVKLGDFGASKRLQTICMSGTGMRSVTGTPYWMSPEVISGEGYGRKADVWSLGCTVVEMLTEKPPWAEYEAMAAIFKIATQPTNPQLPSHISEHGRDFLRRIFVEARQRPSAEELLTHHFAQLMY
# M18AAP inhibitor: blocks P. falciparum M18 aspartyl aminopeptidase | recombinant PfM18AAP, H-Glu-NHMec fluorogenic cleavage | inhibition, % at 7.35 µM | 1.2% of 290,000 active;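 active = inhibition above the campaign mean inhibition over all tested compounds plus 3 SD, cut at about 28% in these data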;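 also: 0% = plate median of test compound wells and 100% = 2 mM ZnCl2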
# GPR7 antagonist: blocks human GPR7 receptor signaling; P48145; GPR7-expressing cells, fluorescence antagonist assay; inhibition, % at 4.4 µM; 1.1% of 290,000 active; AID 1861; in the data active = inhibition above about 16%, passing the limit was not always enough;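 also: cells stimulated with the agonist NPW; 0% = agonist with vehicle and 100% = vehicle without agonist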
# FID counter: displaces DNA intercalator in HCV helicase counter-screen; DNA fluorescent intercalator displacement, fluorescence; inhibition, % at 7.9 µM; 0.17% of 290,000 active; in the data active = inhibition above about 37%;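 also: 0% = vehicle and 100% = reference compound; higher means more ethidium bromide displaced from hairpin DNA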
# PHOSPHO1 block: inhibitors of human PHOSPHO1 phosphatase; Q8TCT1; recombinant PHOSPHO1, absorbance phosphatase assay; 1.1% of 290,000 active; AID 1565; inhibition, % at 13.3 µM; in the data active = inhibition above about 60%
# Target sequence (Q8TCT1 whole entry, looked up): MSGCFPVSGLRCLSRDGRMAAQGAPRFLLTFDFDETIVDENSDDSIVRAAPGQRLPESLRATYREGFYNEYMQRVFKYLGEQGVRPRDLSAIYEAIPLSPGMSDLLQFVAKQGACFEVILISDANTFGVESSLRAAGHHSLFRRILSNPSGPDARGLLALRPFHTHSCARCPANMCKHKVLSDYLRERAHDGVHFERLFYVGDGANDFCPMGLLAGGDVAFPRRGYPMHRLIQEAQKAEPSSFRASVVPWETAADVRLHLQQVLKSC
# MEKK2mut PB1 HTS: signal of MEK5 binding to mutant human MEKK2 PB1 domain; bead flow cytometry, Alexa488-MEK5 binding to MEKK2 mutant; percent response, % at 10 µM; 0.35% of 290,000 active; AID 1530; in the data active = percent response above about 24%, passing the limit was not always enough; also: inactives centre near 1; some results filed as inactive read as strong as hits; reference of the scale not given here
# * = called active by the depositor; · = not tested or not shown.
SMILES,OXTR ag,NALP1 inh,MEKK2 WT-MEK5,MEKK3 PB1 HTS,M18AAP inhibitor,GPR7 antagonist,FID counter,PHOSPHO1 block,MEKK2mut PB1 HTS
C=CCn1c(CCC(=O)O)ccc1-c1ccc(OC)cc1,6.1,2,·,·,8,8,-14,-6,·
Cn1c(=O)[nH]c(=O)c2c1nc(SCC(=O)O)n2CCc1ccccc1,1.2,-9,103,102,3,-11,-3,91*,-1
Cc1cccc(OCC(=O)N2CCN(S(C)(=O)=O)CC2)c1,-0.8,6,94,105,5,-15,0,-10,-1
CCc1nnc(NC(=O)c2ccc(S(=O)(=O)N(CCOC)CCOC)cc2)s1,-0.1,-5,108,104,8,-8,-25,-3,8
CCOC(=O)N1CCN(C(=O)CSCc2ccc(C)cc2)CC1,0.5,3,89,85,-9,-2,-25,50,-6
CCc1nnc(NC(=O)COC(=O)CN2C(=O)c3ccccc3C2=O)s1,0.7,-7,97,100,-4,11,7,40,15
CC(C)N(C(=O)CSc1nc(COc2ccccc2)nc2ccccc12)C(C)C,-2.2,-1,92,94,0,-6,-14,32,-2
Cc1cc(Cl)ccc1N1C(=O)CC(NNC(=O)c2cccnc2)C1=O (stereo unspecified),0.1,32,97,98,9,-5,-1,0,-2
O=C(Cn1cnc2ccccc21)N/N=C/c1ccco1,0.7,10,95,95,-6,-10,-8,-9,-2
CC1=CC2=NC(=O)CC(C)(C(=O)N(CC(=O)NC3CCCC3)Cc3ccc(Cl)cc3)N2C=C1 (stereo unspecified),0.9,7,96,101,-7,-7,-19,39,0
COc1cccc(CNC(=O)CCCn2nc(C)n3c(cc4sccc43)c2=O)c1,-0.5,14,97,98,-3,-19,-43,28,-2
CC(C)(C)Sc1ccccc1S(=O)(=O)C(C)(C)C,-2.3,14,96,103,1,-14,-8,19,-1
CCOC(=O)c1ccccc1N=N/C(C(C)=O)=C(/C)O,-3.3,22,96,94,-5,-8,-18,5,-2
CCOC(=O)Cc1c(C)nc(SC)[nH]c1=O,0.1,0,94,101,1,-3,-1,28,-3
O=C(Oc1ccc2c(-c3ccccc3)cc(=O)oc2c1)C1CCCCC1,-1.9,22,100,104,-9,-1,-8,39,1
C=CCSC1=N/C(=C\c2ccc3c(c2)OCO3)C(=O)S1,-1.1,-5,103,100,0,0,-30,18,2
CCOc1ccccc1/C=N/n1c(C)nc2ccccc2c1=O,1.1,10,104,107,-4,-13,-8,45,7
C/C(=N\NC(=O)NC1CCCCC1)c1ccc(Cl)s1,·,5,95,91,-2,-9,-9,·,-7
C=CCn1c(SCC(=O)Nc2ccc3c(c2)CCC3)nc2ccccc2c1=O,-0.4,14,98,116,2,-5,-2,-5,2
O=C(Nc1ccccc1Sc1ccccc1)c1ccccc1,-2.4,20,101,108,2,-11,-8,-12,2
O=C(Nc1ccc(Cl)c(Cl)c1)c1csc(-c2ccccc2)n1,0.4,32,·,·,-7,-1,0,25,·
CC(C)C(NC(=O)c1ccccc1F)C(=O)OCC(=O)c1ccc(F)cc1 (stereo unspecified),-1.2,-18,86,89,-4,11,-20,24,-11
COc1ccc2oc(=O)c(C(=O)NC(C)c3ccccc3)cc2c1 (stereo unspecified),-0.9,0,103,104,9,11,-23,·,5
CCC1C/C(=C/c2cccs2)C(=O)/C(=C/c2cccs2)C1 (stereo unspecified),-0.1,40,106,106,-3,-4,-16,-8,1
CN(C(=O)CSC1=NCCS1)c1ccccc1,-0.7,2,101,100,-1,-7,-4,-51,5
CCOC(=O)c1c(C)c(C(=O)NCc2ccc(OC)cc2)c(C)n1C,-0.9,-14,98,98,-1,-13,-23,-37,-2
COc1ccc(S(=O)(=O)N(CC(=O)NCCCN(C)C)c2ccc(C)cc2)cc1OC,-0.3,-21,105,104,-6,6,25,9,6
CCN(CC(=O)NCc1ccc(Cl)cc1)S(=O)(=O)c1ccc(F)cc1,-0.3,-3,108,107,4,9,-23,31,11
O=C(CN(Cc1ccccc1)S(=O)(=O)c1ccccc1)NC1CC1,-0.8,-77,101,108,2,-12,-10,14,4
COc1cc(CNCCN(C)C)c(Br)cc1OC1CCCC1,-0.1,6,108,107,-5,-12,24,5,5
CC1(C)CC(=O)C2=C(C1)N(N1CCOCC1)C(N)=C(C#N)C2c1cccnc1 (stereo unspecified),1.3,18,91,84,-16,0,-11,6,-11
COC(=O)c1ccc(NC(=S)Nc2ccc(O)cc2)cc1,0.7,4,100,104,13,-3,9,8,3
COCCNC(=O)c1c[nH]c2ccc(S(=O)(=O)N3CCC4(CC3)OCCO4)cc2c1=O,·,11,104,108,9,2,8,18,1
CCn1nc(NC(=O)c2ccncc2)c2cc3ccc(C)cc3nc21,-1.4,-8,106,94,1,5,-20,-1,3
CCOCCOC(=O)C(C)Sc1n[nH]c(=O)[nH]c1=O (stereo unspecified),1.4,-1,105,101,-11,-10,-1,29,1
CCCn1c(Oc2ccccc2)nc2c1c(=O)n(C)c(=O)n2C,-2.0,11,101,105,-4,-8,-25,47,1
O=C(C1CCC1)N1CCCc2cc(S(=O)(=O)N3CCN(c4ccccc4)CC3)ccc21,-2.1,8,104,104,-10,0,-37,20,6
CCS(=O)(=O)c1ccc2oc(Nc3cc(C)cc(C)c3)nc2c1,-1.6,1,98,95,-4,25,-14,40,-7
O=C(NCCc1ccccc1)C1CCC(=O)N(CCCN2CCCC2=O)C1 (stereo unspecified),0.2,8,102,104,-11,-5,-4,30,3
NC(=O)C1CC=CCC1C(=O)OCC(Cl)=C(Cl)Cl (stereo unspecified),0.8,20,96,99,7,-3,-4,-2,-2

# Three of the entries above in order of their number in M18AAP inhibitor, high to low:
canonical_smiles	NALP1 inh	MEKK2 WT-MEK5	MEKK3 PB1 HTS	M18AAP inhibitor	GPR7 antagonist	PHOSPHO1 block	MEKK2mut PB1 HTS
C=CCn1c(SCC(=O)Nc2ccc3c(c2)CCC3)nc2ccccc2c1=O	14	98	116	2	-5	-5	2
C=CCSC1=N/C(=C\c2ccc3c(c2)OCO3)C(=O)S1	-5	103	100	0	0	18	2
O=C(Nc1ccc(Cl)c(Cl)c1)c1csc(-c2ccccc2)n1	32	·	·	-7	-1	25	·

# Next records.
SMILES,OXTR ag,NALP1 inh,MEKK2 WT-MEK5,MEKK3 PB1 HTS,M18AAP inhibitor,GPR7 antagonist,FID counter,PHOSPHO1 block,MEKK2mut PB1 HTS
COc1ccccc1CN(Cc1cc2cc(C)cc(C)c2[nH]c1=O)Cc1nnnn1CC1CCCO1 (stereo unspecified),-1.4,0,83,78,2,-8,0,2,-8
Cc1ccc(NS(=O)(=O)c2ccc(OCC(=O)N3CCOCC3)cc2)cc1,5.9,-4,117,116,0,0,-10,11,12
Cn1c(C(=O)N2CCCCCC2)cc2c(=O)n(C)c3ccccc3c21,-0.7,9,101,98,4,5,-21,-2,-1
CCc1cc(C(=O)OC)c(NC(=O)C2CC(=O)NN2Cc2ccccc2)s1 (stereo unspecified),-1.8,7,101,99,13,0,-21,15,2
Cc1ccccc1NS(=O)(=O)c1cccc(-c2nnc(-c3ccccc3)o2)c1,0.3,14,97,104,-1,0,-10,-25,1
CCn1cc(C(=O)N2CCCC(CO)(Cc3ccccc3C)C2)cn1 (stereo unspecified),0.4,11,101,97,2,1,-30,46,1
CCN1CCN(CC(=O)n2c3c(c4ccccc42)CC(C)CC3)CC1 (stereo unspecified),1.4,20,108,106,10,2,16,-7,11
COc1ccc(C#Cc2c(-c3ccsc3)oc3ccc(N4CCOCC4)cc23)cc1,-1.3,·,106,116,·,·,·,·,7
Cc1ccc(Cl)cc1NC(=O)C1CC(=O)N(C(C)C)C1 (stereo unspecified),0.3,-8,107,110,-4,-19,-3,39,1
COc1ccc(CCN2C(=O)C3CC=C(C)CC3C2=O)cc1OC (stereo unspecified),0.3,-1,109,96,-7,-12,-13,-11,2

# Reprinted from the listing, 15 compounds:
SMILES,OXTR ag,NALP1 inh,MEKK2 WT-MEK5,MEKK3 PB1 HTS,M18AAP inhibitor,GPR7 antagonist,FID counter,PHOSPHO1 block,MEKK2mut PB1 HTS
CCCn1c(Oc2ccccc2)nc2c1c(=O)n(C)c(=O)n2C,-2.0,11,101,105,-4,-8,-25,47,1
O=C(C1CCC1)N1CCCc2cc(S(=O)(=O)N3CCN(c4ccccc4)CC3)ccc21,-2.1,8,104,104,-10,0,-37,20,6
CCS(=O)(=O)c1ccc2oc(Nc3cc(C)cc(C)c3)nc2c1,-1.6,1,98,95,-4,25,-14,40,-7
O=C(NCCc1ccccc1)C1CCC(=O)N(CCCN2CCCC2=O)C1 (stereo unspecified),0.2,8,102,104,-11,-5,-4,30,3
NC(=O)C1CC=CCC1C(=O)OCC(Cl)=C(Cl)Cl (stereo unspecified),0.8,20,96,99,7,-3,-4,-2,-2
COc1ccccc1CN(Cc1cc2cc(C)cc(C)c2[nH]c1=O)Cc1nnnn1CC1CCCO1 (stereo unspecified),-1.4,0,83,78,2,-8,0,2,-8
Cc1ccc(NS(=O)(=O)c2ccc(OCC(=O)N3CCOCC3)cc2)cc1,5.9,-4,117,116,0,0,-10,11,12
Cn1c(C(=O)N2CCCCCC2)cc2c(=O)n(C)c3ccccc3c21,-0.7,9,101,98,4,5,-21,-2,-1
CCc1cc(C(=O)OC)c(NC(=O)C2CC(=O)NN2Cc2ccccc2)s1 (stereo unspecified),-1.8,7,101,99,13,0,-21,15,2
Cc1ccccc1NS(=O)(=O)c1cccc(-c2nnc(-c3ccccc3)o2)c1,0.3,14,97,104,-1,0,-10,-25,1
CCn1cc(C(=O)N2CCCC(CO)(Cc3ccccc3C)C2)cn1 (stereo unspecified),0.4,11,101,97,2,1,-30,46,1
CCN1CCN(CC(=O)n2c3c(c4ccccc42)CC(C)CC3)CC1 (stereo unspecified),1.4,20,108,106,10,2,16,-7,11
COc1ccc(C#Cc2c(-c3ccsc3)oc3ccc(N4CCOCC4)cc23)cc1,-1.3,·,106,116,·,·,·,·,7
Cc1ccc(Cl)cc1NC(=O)C1CC(=O)N(C(C)C)C1 (stereo unspecified),0.3,-8,107,110,-4,-19,-3,39,1
COc1ccc(CCN2C(=O)C3CC=C(C)CC3C2=O)cc1OC (stereo unspecified),0.3,-1,109,96,-7,-12,-13,-11,2

# Following part:
SMILES,OXTR ag,NALP1 inh,MEKK2 WT-MEK5,MEKK3 PB1 HTS,M18AAP inhibitor,GPR7 antagonist,FID counter,PHOSPHO1 block,MEKK2mut PB1 HTS
Cc1ccc(C)c(Cn2c(=O)n(CCCC(=O)NCc3ccco3)c(=O)c3ccccc32)c1,-1.6,25,94,94,-7,6,3,-5,-1
O=C(Nc1cccc(F)c1)C1CCN(c2nnnn2-c2ccccc2)CC1,3.6,8,86,88,-8,7,-18,6,-9
CC(C(=O)N=Nc1c(O)n(C)c2ccc(Br)cc12)n1cnc2ccccc2c1=O (stereo unspecified),-3.0,-7,87,97,4,-12,2,32,-7
COc1ccc([N+](=O)[O-])cc1NC(=O)COC(=O)C=C(C)C,0.5,-30,103,99,4,4,3,4,-3
O=S(=O)(c1ccc2ccccc2c1)N1C=CC(C(F)(F)F)=NCC1,2.3,34,102,100,-6,-14,-2,24,1
CCC(C(=O)NCCCN1CCOCC1)n1c2ccccc2c2nc(=O)cc(C)n21 (stereo unspecified),1.4,18,97,96,-2,-13,1,38,-1
CCOCCCn1c(=N)c(S(=O)(=O)c2ccccc2)cc2c(=O)n3cc(C)ccc3nc21,0.4,8,103,100,-3,-13,-3,31,1
Nc1ncccc1OCc1ccc(Cl)c(Cl)c1,12,14,84,86,12,16,-7,25,-8
c1cc(CNC23CC4CC(CC(C4)C2)C3)ccn1,1.1,27*,88,98,4,-4,8,41,-9
OC(COc1cccc2ccccc12)CN1CCN(c2ccccc2Cl)CC1 (stereo unspecified),0.7,4,107,107,-8,9,10,39,7
COc1ccccc1COCC(O)CN1CCCCC1CO (stereo unspecified),-0.2,-16,105,100,-3,-12,-1,6,0
